HTRA1 inhibitor = HTRA1 (human) protease inhibition; Q92743; recombinant HTRA1, FP-rhodamine activity-based probe, fluorescence polarization; inhibition, % at 5.96 µM; 340,000 compounds, 0.5% hits; AID 504803; in the data active = inhibition above about 36%;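 note: 0% = enzyme with DMSO and 100% = wells lacking enzyme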
ABHD4 inh = ABHD4 (mouse) inhibition, primary FP screen; 370,000 compounds, 0.54% hits; purified mABHD4, FP-Rh probe fluorescence polarization; Q8VD66; inhibition, % at 8.92 µM;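 active = inhibition exceeding the mean over every tested compound plus 3 SD, cut at about 30% in these data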;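 note: 0% = plate median of compound wells and 100% = S159A mutant with DMSO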
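Test system: mABHD4 protein; Read-out basis: % inhibition; Incubation: 45 min + 60 min at 25 °C; Repeats: single replicate; Technique: fluorescence polarization with parallel and perpendicular emission, 525/598 nm; Compound: 8.92 µM, single dose; Benchmarks: full inhibition S159A mutant plus DMSO, zero as sample-well median.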
MBD2 DNA inh = inhibitors of human MBD2 binding to methylated oligonucleotide | TR-FRET | inhibition, % at 4.4 µM | 370,000 compounds, 0.31% hits | AID 686964; in the data active = inhibition above about 13%
UHRF1 MBD2 ctr = UHRF1 methyl-DNA binding inhibition. Q96T88. 370,000 compounds, 0.75% hits. UHRF1 binding to methylated oligo, TR-FRET. AID 687016. inhibition, % at 4.4 µM; in the data active = inhibition above about 21%;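 note: UHRF1 SRA domain binding a hemimethylated CpG hairpin DNA probe; 0% = median of test compound wells and 100% = reference inhibitor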
Target sequence (Q96T88 whole entry, looked up, the tested form may be a part): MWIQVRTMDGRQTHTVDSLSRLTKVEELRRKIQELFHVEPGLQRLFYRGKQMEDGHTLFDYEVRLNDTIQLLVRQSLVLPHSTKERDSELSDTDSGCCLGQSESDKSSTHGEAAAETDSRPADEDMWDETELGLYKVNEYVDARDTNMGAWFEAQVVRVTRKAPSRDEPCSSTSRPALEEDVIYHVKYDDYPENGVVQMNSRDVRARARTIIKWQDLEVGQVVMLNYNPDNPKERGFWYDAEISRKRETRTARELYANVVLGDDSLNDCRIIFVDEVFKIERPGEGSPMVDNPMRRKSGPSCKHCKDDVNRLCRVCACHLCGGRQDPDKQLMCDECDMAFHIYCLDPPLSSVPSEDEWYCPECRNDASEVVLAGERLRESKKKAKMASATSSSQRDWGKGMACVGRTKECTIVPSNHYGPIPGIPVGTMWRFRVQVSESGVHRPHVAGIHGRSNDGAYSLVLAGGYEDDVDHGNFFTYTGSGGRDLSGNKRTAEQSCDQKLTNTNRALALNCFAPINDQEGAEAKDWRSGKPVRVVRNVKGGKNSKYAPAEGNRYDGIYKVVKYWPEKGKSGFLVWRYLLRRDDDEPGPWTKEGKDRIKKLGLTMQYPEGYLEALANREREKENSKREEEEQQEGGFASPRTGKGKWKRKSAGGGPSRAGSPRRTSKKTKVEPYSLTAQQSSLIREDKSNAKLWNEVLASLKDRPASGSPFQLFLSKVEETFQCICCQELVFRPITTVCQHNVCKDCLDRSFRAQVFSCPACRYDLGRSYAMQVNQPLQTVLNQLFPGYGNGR
rCAG RNA binder = r(CAG) repeat RNA binding | 370,000 compounds, 1.3% hits | TO-PRO-1 dye displacement fluorescence | inhibition, % at 3 µM;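 active = inhibition above the plate cutoff, the mean of all test compounds on that plate plus 3 SD, cut at about 35% in these data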;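 note: 0% = DMSO alone and 100% = 100 µM mitoxantrone as full dye displacement; higher means more dye released from RNA so lower well fluorescence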
GC-B act = GC-B (human) receptor activation. P20594. HEK293-GC-B cells, CNP EC30, cGMP TR-FRET; 0% at EC30 CNP, 100% saturating CNP. activation, % at 10 µM. 370,000 compounds, 0.11% hits. AID 1920062;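 active = activation at 10 µM reaching about 35% in either raw or pattern-adjusted values, limit read from the data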
GC-A act = GC-A (human) enzyme activation. P16066. HEK293 GC-A cells, cGMP TR-FRET, EC30 ANP; 0% at EC30 ANP, 100% saturating ANP. activation, % at 10 µM. 370,000 compounds, 0.14% hits; in the data active = activation above about 40%
TCR-CD3 inh = human TCR-CD3 binding inhibition. TAMRA-labeled TCR probe fluorescence, biochemical. inhibition, % at 9.4 µM. 360,000 compounds, 0.37% hits; in the data active = inhibition above about 19%;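 note: recombinant mutant TCR 2C K166C tagged with TAMRA read by polarization; 0% = receptor in buffer alone and 100% = receptor with positive control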
PRMT1 FP inh = blocks human protein arginine methyltransferase 1 | Q99873 | recombinant PRMT1, activity-based probe fluorescence polarization | inhibition, % at 2.79 µM | 370,000 compounds, 1.3% hits;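 active = inhibition above about 21% made by adding two undisclosed values, limit read from the data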
SIAE inh = inhibitors of human sialic acid acetylesterase SIAE | inhibition, % at 9.66 µM | SIAE FP-Rh probe binding, fluorescence polarization | 370,000 compounds, 0.69% hits | Q9HAT2;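 active = inhibition above a cutoff: mean of compounds within the control limits plus 3 SD of those, cut at about 17% in these data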;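 note: 0% = plate median of compound wells and 100% = probe without SIAE protein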
Active calls of the source: *; . = not tested or not shown. An excerpt; count on the stated rates, not on these rows.

Below each compound: MBD2 DNA inh, UHRF1 MBD2 ctr, SIAE inh, PRMT1 FP inh, rCAG RNA binder, TCR-CD3 inh, GC-B act, HTRA1 inhibitor, GC-A act, ABHD4 inh
- CCNC(=S)N1CCN(CCN2C(=O)c3cccc4cccc(c34)C2=O)CC1
 : 4, 1, 1, 5, -4, 0, -6, -9, -1, -2
- Cc1cc(NC(=O)c2ccccc2)ncc1NC(=O)c1ccco1
 : 2, -3, -5, 0, 4, -2, -1, -4, 3, -3
- O=C(CSC1=NS(=O)(=O)c2cc(F)ccc2N1)NCCc1ccccc1
 : -3, -2, -3, 1, 9, 2, -2, 4, 4, 0
- CCSC1=N/C(=C\c2ccc(OC)cc2)C(=O)N1
 : 7, 7, -4, 5, 0, -1, -4, 5, -10, -6
- S=c1[nH]nc(-c2ccccc2)n1/N=C/c1ccc(Cl)cc1
 : -1, 1, 5, 22*, 28, 0, -8, 2, 8, -3
- O=C(CCN1C(=O)/C(=C/c2cccs2)SC1=S)N1CCCCC1
 : 5, 3, -2, 5, 6, 0, -1, -1, 3, -6
- COc1cc([N+](=O)[O-])ccc1NC(=O)NNC(=O)c1sccc1C
 : -1, -4, 6, -3, 5, 7, 7, -2, -1, -8
- CC1CC(C)CN(S(=O)(=O)c2cccc(C(=O)N3CCN(c4ccc(F)cc4)CC3)c2)C1 (centres undefined)
 : -1, 2, 5, 0, 5, 6, 5, -7, -6, 3
- CCN(CC)c1ccc(CNc2nc3ccccc3n2CCN2CCOCC2)cc1
 : -3, 0, 9, 0, -7, -1, -2, 1, -5, -1
- Cn1c(O)c(N=NC(=O)c2ccccc2O)c2ccccc21
 : -9, -10, -3, 0, 7, 0, -7, 8, -4, 0
- Cc1cc(N2CCN(C)CC2)nc(=S)[nH]1
 : -3, 9, 10, 13, -1, -8, 3, 2, 3, 3
- COc1cccc(C(=O)N2CCN(C(=O)COc3ccc4ccccc4c3)CC2)c1
 : 5, 3, 0, 4, -4, -15, 4, -6, -2, -18
- Cc1cccc(N2CCN(C(=O)c3ccc4c(c3)c(C)c(C)n4C)CC2C)c1 (centres undefined)
 : 4, 14, -22, -3, -2, -25, 7, -16, -1, -6
- Cc1ccccc1OCC(=O)NCCN1CCCC1
 : -4, -2, -2, 1, 0, 1, -2, 3, 6, 4
- COC(=O)c1c(NC(=O)CSc2nc3ccccc3c(=O)n2Cc2ccco2)sc(C)c1C
 : 0, 4, -3, 8, 6, -6, 4, 2, 1, -2
- O=S1(=O)N=C(N/N=C/c2cccs2)c2ccccc21
 : 3, -3, 3, 2, 2, -1, 3, 29, -1, 9
- Cc1cc2nc(-c3ccc(SCC(=O)Nc4ccc(S(=O)(=O)NC5CC5)cc4)nc3)[nH]c2cc1C
 : 3, 1, -85, 3, 21, 7, -1, -98, 2, -114
- CC1CN(C(=O)COc2ncnc3ccccc23)CC(C)O1 (centres undefined)
 : -3, 3, 3, 3, 1, -7, 0, 3, 2, 9
- O=C1NC(=O)C(=Cc2ccccc2)N1
 : 4, -1, -6, 13, 2, -5, 0, -2, 1, -6
- O=C1CC(c2ccccc2)CC(O)=C1C=Nc1ccccc1O (centres undefined)
 : -2, 1, 1, 1, 5, 1, -4, 14, -3, 10
- Clc1ccc(CO/N=C/c2c(-c3ccccc3)nc3n2CCS3)c(Cl)c1
 : -2, -2, -1, -2, 6, 1, -4, -39, 3, -10
- CC1CC1C(=O)OCC(=O)Nc1ccc(Cl)cn1 (centres undefined)
 : 1, -1, -2, -1, 1, 1, -1, 8, 2, -6
- O=C(c1ccccc1)c1c[nH]cc1-c1ccccc1
 : 0, 1, -5, -1, 2, 0, 6, -3, 7, -8
- CN(C(=O)CC(=O)Nc1ccc(Cl)c(Cl)c1)c1ccccc1
 : 2, 3, 1, 4, 0, -2, 1, 1, -2, -2
- O=C(Cn1cnnn1)Nc1cccc([N+](=O)[O-])c1
 : 1, 5, -4, 4, -3, -5, -3, -2, 0, 6
- COc1cc(-c2cc(C(=O)Nc3ccc(C)c(S(=O)(=O)N4CCOCC4)c3)c3ccccc3n2)cc(OC)c1OC
 : -8, -1, -68, 1, 17, 5, 2, -47, 6, -57
- Cc1ccc(S(=O)(=O)N2CCC(=O)N2)cc1
 : -3, -2, -3, 1, 3, 2, 0, 5, -1, -1
- CCN1CCN(C(=O)c2cnn3c(C(F)F)cc(-c4ccc(C)cc4)nc23)CC1
 : -3, -2, 6, -4, -3, 4, 9, 8, 3, 1
- Clc1nc2sccn2c1/C=N/n1cnc2ccccc21
 : 2, 1, -5, 0, -1, -4, 1, 2, -8, 0
- COC(=O)c1ccc(CN=C(NS(=O)(=O)c2ccccc2)c2ccccc2)cc1
 : -4, -1, -4, -3, 1, -3, -10, -6, 0, -3
- COc1ccc2c(c1)[C@@]1(OCCC=C[C@H]1C)C(=O)N2Cc1ccc(F)cc1
 : 3, 0, 5, 0, 0, 0, -2, ., -5, 3
- O=C(COC(=O)c1cccnc1Cl)Nc1nc(-c2ccccc2)cs1
 : 3, 1, -5, -3, 1, 9, 11, -9, 14, -3
- COc1ccc(NC(=O)CN(C)C(=O)C(Sc2ccccc2)c2ccccc2)cc1 (centres undefined)
 : -4, 2, 7, 0, 6, -2, 7, -29, 2, -2
- O=S(=O)(c1ccc(F)cc1)c1nc(-c2ccccc2)oc1N1CCOCC1
 : 1, 1, -6, 2, -5, 2, 6, 2, -2, 5
- Cn1c(C(=O)NCc2cccs2)cc2oc3ccccc3c21
 : 4, -1, -1, -1, 4, -3, 3, -18, 2, -20
- COc1cc(C(=S)NCc2ccccc2)cc(Br)c1O
 : 4, 1, 5, 28*, 10, 5, 0, 9, 6, 3
- COc1ccc(NC(=O)CC2C(=O)NC3CCCCC3N2C(=O)c2ccc(F)cc2)cc1 (centres undefined)
 : -3, -1, -2, -5, -2, -1, 0, -7, 0, -3
- CNC(=O)CSc1nc2ccccc2c(=O)n1C1CCCCC1
 : 3, -1, 0, 12, -5, 5, -1, 0, -5, 2
- CC1(C)CC2CC(C)(CN2C(=O)C23CCC(C)(C(=O)C2)C3(C)C)C1 (centres undefined)
 : -3, 1, -4, -2, -6, 5, 3, 2, 0, -4
- CN1CCN(c2ccc(S(=O)(=O)N3CCCCC3)cc2N)CC1
 : 3, 6, -2, 0, 2, 0, -1, 9, -1, 5
- CCOc1ccccc1NC(=O)c1cc(C(=O)Nc2ccccc2OCC)cc(N2C(=O)CCC2=O)c1
 : 5, 1, -5, -2, -1, -2, 3, -4, -1, -2
- Cc1ccccc1-c1csc(C(O)c2cccnc2)n1 (centres undefined)
 : 1, 0, -3, 5, 2, 2, 5, ., 3, -3
- Cc1ccc(C(=O)NCc2ccco2)cc1S(=O)(=O)Nc1cccc(C)c1C
 : 6, -3, -5, 3, 5, 4, 7, -12, -2, 6
- CC(=O)Nc1nc2cc3c(cc2s1)OCCO3
 : 3, 0, -4, 4, 1, -4, -2, 1, 3, 9
- O=C(c1ccccc1F)N(NC(=O)C(O)(c1ccccc1)c1ccccc1)c1ccccc1
 : 9, 5, -6, 6, -2, -5, -3, 0, -4, -9
- CCNC(=S)N/N=C/c1ccc(-c2ccccc2)o1
 : -3, -4, -2, -2, -5, 4, 18, -5, 20, 7
- Cc1c(NC(=O)c2cc(-c3ccc(Cl)cc3)on2)c(=O)n(-c2ccccc2)n1C
 : 4, 2, -3, 3, -3, -1, -3, 1, 26, 0
- Cc1cc(N2CCN(C(=O)Oc3ccc(-c4ccccc4)cc3)CC2)c2ccccc2n1
 : -4, 0, 1, 2, 8, ., 2, ., -2, -2
- COc1ccc(Sc2ccc(/C=C3\C(=O)NN(c4ccccc4)C3=O)o2)cc1
 : -3, -1, 9, 6, 26, 5, 2, 5, 0, 20
- O=C(c1[nH]c(C(F)(F)F)nc1-c1ccccc1)N1CCN(C(=O)C2CCCO2)CC1 (centres undefined)
 : -3, 7, 5, -4, 3, 7, 4, ., 1, 1
- Cn1c(=O)c2[nH]c(SCCN3CCOCC3)nc2n(C)c1=S
 : 0, 2, 3, 9, 3, -3, 5, 1, 1, -3
- COc1ccccc1/C=N/NC(=O)c1csc(C)c1C
 : 2, -1, -5, 1, -2, 3, 0, 6, -3, 2
- O=C(Cc1ccccc1)Nc1ccc(NC(=O)c2ccco2)cc1
 : 8, 4, 4, 6, 1, -1, 3, -5, -1, -6
- COc1ccccc1NS(=O)(=O)c1cc(NC(=O)c2cc(=O)[nH]c3ccccc23)ccc1N1CCOCC1
 : 5, 1, -33, 12, 29, -4, -2, -42, -4, -22
- Cn1c(CNC(=O)c2ccco2)nnc1SCC(=O)c1ccc(F)cc1
 : 0, 0, -5, 1, -2, 17, 5, -4, 3, 2
- C[C@H]1CN([C@@H](C)CO)C(=O)CCCn2nncc2CO[C@@H]1CN(C)Cc1cccc(C(=O)O)c1
 : 3, -1, 1, -3, 2, 6, 0, ., 3, -1

A draw from above in order of formula weight, rising:
Below each compound: MBD2 DNA inh, UHRF1 MBD2 ctr, SIAE inh, PRMT1 FP inh, rCAG RNA binder, TCR-CD3 inh, GC-B act, HTRA1 inhibitor, GC-A act, ABHD4 inh
- Cn1c(CNC(=O)c2ccco2)nnc1SCC(=O)c1ccc(F)cc1
 : 0, 0, -5, 1, -2, 17, 5, -4, 3, 2
- O=C(c1[nH]c(C(F)(F)F)nc1-c1ccccc1)N1CCN(C(=O)C2CCCO2)CC1 (centres undefined)
 : -3, 7, 5, -4, 3, 7, 4, ., 1, 1
- COc1ccc(NC(=O)CC2C(=O)NC3CCCCC3N2C(=O)c2ccc(F)cc2)cc1 (centres undefined)
 : -3, -1, -2, -5, -2, -1, 0, -7, 0, -3

Four records picked at random from the list so far:
Below each compound: MBD2 DNA inh, UHRF1 MBD2 ctr, SIAE inh, PRMT1 FP inh, rCAG RNA binder, TCR-CD3 inh, GC-B act, HTRA1 inhibitor, GC-A act, ABHD4 inh
- COc1ccc(NC(=O)CN(C)C(=O)C(Sc2ccccc2)c2ccccc2)cc1 (centres undefined)
 : -4, 2, 7, 0, 6, -2, 7, -29, 2, -2
- O=C(COC(=O)c1cccnc1Cl)Nc1nc(-c2ccccc2)cs1
 : 3, 1, -5, -3, 1, 9, 11, -9, 14, -3
- COc1ccccc1/C=N/NC(=O)c1csc(C)c1C
 : 2, -1, -5, 1, -2, 3, 0, 6, -3, 2
- Cc1c(NC(=O)c2cc(-c3ccc(Cl)cc3)on2)c(=O)n(-c2ccccc2)n1C
 : 4, 2, -3, 3, -3, -1, -3, 1, 26, 0

Bioassay records from PubChem.
